Screening results deposited in PubChem BioAssay by several laboratories.
bIAP inh: bovine intestinal alkaline phosphatase inhibitors, primary screen, selectivity assay for TNAP inhibitor project, biochemical, bovine IAP, CDP-star luminescence. 190,000 tested, under 10 active. inhibition, % at 20 µM. purified bovine IAP, 30 min. alkaline phosphatase, intestinal [Bos taurus];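 active = over 50% inhibition of intestinal alkaline phosphatase at 20 µM in the single-dose screen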
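Assay system – bovine IAP enzyme · Quantity – bovine IAP at 1/65,000,000 final dilution · Detection – CDP-star luminescence signal · Times – 30 min reaction at room temperature · Also added – CDP-star substrate at 30 µM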
STAT3 blocker: IL-6 driven STAT3 reporter inhibitors, primary screen, U3A cells, luciferase, luminescence, MLSCN library; IL-6 STAT3-luciferase reporter; host cell line lacks STAT1; inhibition, % at 5.5 µM; hit rate 0.89% among 190,000; AID 862, 2007;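 active = inhibition above the mean inhibition across all screened compounds plus 3 SD, cut at about 44% in these data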;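 note: 0% = DMSO only wells and 100% = 100 µM nifuroxazide control wells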
SRC2 TRFRET art: TR-FRET signal artefacts, primary screen, artefact control for PPARgamma SRC-2 agonist project, biochemical. TR-FRET artefact counter-screen; hits give high values. TR-FRET ratio at 8 µM. hit rate 0.4% among 200,000. AID 1049, 2008; in the data active = TR-FRET ratio above about 2000; note: inactives centre near 1500
PPARg SRC-1 ag: PPARgamma agonists recruiting SRC-1 coactivator, primary screen, biochemical; Peroxisome proliferator-activated receptor gamma (Homo sapiens), P37231; PPARgamma-SRC-1 coactivator recruitment biochemical assay; activation, % at 8 µM; hit rate 0.41% among 200,000; AID 631, 2007; in the data active = activation above about 19%;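 note: 0% = DMSO and 100% = reference agonist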
Target sequence (P37231 whole entry, looked up): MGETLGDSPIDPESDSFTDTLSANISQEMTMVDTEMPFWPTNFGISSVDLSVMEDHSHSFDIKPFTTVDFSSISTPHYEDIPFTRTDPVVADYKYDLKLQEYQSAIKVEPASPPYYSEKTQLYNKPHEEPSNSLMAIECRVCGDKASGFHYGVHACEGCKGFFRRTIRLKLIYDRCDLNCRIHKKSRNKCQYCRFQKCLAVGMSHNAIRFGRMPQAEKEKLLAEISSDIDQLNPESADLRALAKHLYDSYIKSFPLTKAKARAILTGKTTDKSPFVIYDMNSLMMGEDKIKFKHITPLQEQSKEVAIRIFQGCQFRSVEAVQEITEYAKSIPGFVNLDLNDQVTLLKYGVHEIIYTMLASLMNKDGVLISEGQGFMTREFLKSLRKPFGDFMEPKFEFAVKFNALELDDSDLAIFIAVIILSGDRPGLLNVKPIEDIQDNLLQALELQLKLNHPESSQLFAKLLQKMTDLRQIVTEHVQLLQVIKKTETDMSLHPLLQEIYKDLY
PPARg SRC-3 ag: PPARgamma agonists recruiting SRC-3 coactivator, primary screen, biochemical; Peroxisome proliferator-activated receptor gamma (Homo sapiens), P37231; biochemical PPARgamma/SRC-3 coactivator recruitment assay; activation, % at 8 µM; hit rate 0.26% among 200,000; AID 731, 2007; in the data active = activation above about 23%;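 note: 0% = DMSO and 100% = reference agonist; some compounds past the cut are filed as inactive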
STAT1 inh: STAT1 signaling inhibitors, primary screen, cell-based, HTS, luciferase reporter; hit rate 0.35% among 200,000; inhibition, % at 5.5 µM; NIH 3T3 STAT1-luciferase reporter, IFN-gamma, luminescence;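 active = inhibition above a set limit, the mean inhibition across all tested compounds plus 3 SD, cut at about 34% in these data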;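 note: 0% = IFN-gamma with DMSO and 100% = IFN-gamma with 300 µM nifuroxazide; values of inactives mirror those of a sister screen read the other way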
bIAP activator: bovine intestinal alkaline phosphatase activators, primary screen, biochemical, bovine IAP, CDP-star luminescence | alkaline phosphatase, intestinal [Bos taurus] | purified bovine IAP, 30 min; hits give high values; fold of DMSO-control signal, blank-subtracted | activation factor at 20 µM | hit rate 0.17% among 200,000;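 active = activation factor of 2 or more at 20 µM, a signal rise over negative controls twice the positive control's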
PPARg SRC2 recr: agonists of PPARg-SRC-2 recruitment, primary screen, biochemical, HTS; hit rate 0.34% among 200,000; Peroxisome proliferator-activated receptor gamma (Homo sapiens), P37231; PPARgamma LBD-SRC-2 recruitment; activation, % at 8 µM; in the data active = activation above about 22%;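 note: 0% = vehicle and 100% = reference agonist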
STAT3 activator: IL-6 driven STAT3 reporter potentiators, primary screen, U3A cells, luciferase, luminescence, MLSCN library; IL-6 STAT3-luciferase reporter; 100% = signal with IL-6 EC80 alone; activation (% of control), % at 5.6 µM; hit rate 0.91% among 190,000;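 active = activation above the screen-wide mean of compound activation plus 3 SD, cut at about 130% in these data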;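 note: 0% = background luminescence of wells with medium and substrate only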
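Test system: Human STAT1-deficient U3A cells with stable STAT3-luciferase reporter | Also added: Interleukin-6, 33 ng/mL | Timing: Compound pre-incubation 1 h before IL-6, then 6 h stimulation at 37 °C | Technique: Luciferase reporter luminescence | Read-out: Percent of IL-6-only median luminescence | Benchmarks: IL-6-only wells as 100% reference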
ROMK primary: ROMK potassium channel modulators, primary screen, cell-based, thallium flux, MLSMR library; ATP-sensitive inward rectifier potassium channel 1 (Homo sapiens), P48048; Tet-inducible ROMK, thallium flux fluorescence; actives lie on both sides; B-score at 10 µM; hit rate 2% among 130,000; AID 1918, 2009;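 active = signal ratio slope over the read window, or its plate-corrected B-score, at least 3 SD from the plate mean, either direction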;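 note: B-score of the F/F0 ratio slope over 7 to 12 s after thallium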
Target sequence (P48048 whole entry, looked up): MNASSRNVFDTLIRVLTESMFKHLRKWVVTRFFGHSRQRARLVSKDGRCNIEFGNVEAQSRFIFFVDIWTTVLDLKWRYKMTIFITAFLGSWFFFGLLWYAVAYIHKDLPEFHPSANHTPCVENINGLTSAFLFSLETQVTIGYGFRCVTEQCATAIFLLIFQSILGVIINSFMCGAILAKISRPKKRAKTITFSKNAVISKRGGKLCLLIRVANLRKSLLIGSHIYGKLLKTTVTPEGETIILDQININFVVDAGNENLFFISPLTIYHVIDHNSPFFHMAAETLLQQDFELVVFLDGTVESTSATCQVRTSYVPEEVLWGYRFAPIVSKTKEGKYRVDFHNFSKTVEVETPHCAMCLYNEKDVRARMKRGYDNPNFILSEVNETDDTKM
TNAP act hi DEA: TNAP activators at high phosphate acceptor level, primary screen, biochemical, luminescence, uHTS; purified TNAP, CDP-star luminescence, 1 M DEA, 30 min; hits give high values; 0 = EDTA background, 1 = DMSO-only activity; activation factor at 20 µM; 200,000 tested, under 10 active; AID 1136, 2008;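 active = activation factor at least 2 at 20 µM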
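Dosing: 20 µM single point. System: human TNAP. Amount: TNAP 1/800 final. Incubation: 30 min, room temperature. Read-out: TNAP activation factor scaled between EDTA and DMSO control wells. Signal: luminescence from CDP-star hydrolysis. Medium: 1 M DEA, pH 9.8, Mg2+, Zn2+. Control set: EDTA negative control, DMSO positive control.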
* hit, by the source's call; / = not tested or not shown.

SMILES | bIAP inh | STAT3 blocker | SRC2 TRFRET art | PPARg SRC-1 ag | PPARg SRC-3 ag | STAT1 inh | bIAP activator | PPARg SRC2 recr | STAT3 activator | ROMK primary | TNAP act hi DEA
CCOC(=O)CCSc1nc(-c2ccc3c(c2)OCO3)cc(C(F)(F)F)c1C#N | 5 | 3 | 1627 | -1 | 10 | -8 | 1 | 10 | 98 | 0.69 | 1
Cc1ccc(-c2nnc(-n3nc(C)cc3C)c3ccccc23)cc1 | / | -2 | 1701 | 4 | 1 | 3 | 0.5 | 9 | 105 | / | 1
Cc1noc(/C=C/N(C)C)c1S(=O)(=O)N1CCCC(C(=O)NC2CCCCC2)C1 (stereo unspecified) | 7 | 4 | 1400 | 0 | 6 | -5 | 0.9 | 7 | 101 | / | 1
CCOCCCN(Cc1ccco1)C(=O)c1cc2c(=O)[nH]c3ccc(C)cc3c2s1 | 6 | 24 | 1580 | 8 | 6 | -4 | 0.9 | 7 | 86 | / | 1
CC1CCN(c2ccc(NC(=O)Cc3ccccc3)cc2)CC1 | -29 | 7 | 1680 | 14 | 8 | -47 | 1.3 | 1 | 104 | -0.039 | 1.1
Cc1cc(C)cc(N(CC(=O)N2CCC(C)CC2)S(C)(=O)=O)c1 | 2 | 2 | 1488 | 0 | -4 | 0 | 1 | 9 | 102 | 0.27 | 1
c1ccc(-c2csc(N3CCc4ccccc4C3)n2)cc1 | 14 | -10 | 1424 | 3 | -5 | -12 | 0.9 | 4 | 108 | / | 1
Cc1ccc(S(=O)(=O)CCc2nc3ccccc3[nH]2)cc1 | 1 | 3 | 1716 | -3 | 3 | -2 | 1 | 2 | 99 | 1.1 | 1
S=C(Nc1ccccc1)Nn1cnnc1 | 25 | -16 | 1412 | -7 | -3 | -5 | 0.8 | -4 | 111 | 0.41 | 1
CCOC(=O)Nc1ccccc1C(=O)N1CCOCC1 | -3 | 5 | 1656 | 2 | 0 | -4 | 1 | 0 | 98 | / | 1
CC(Oc1ccc(Cl)cc1Cl)C(=O)Nc1ccc(OCC(=O)O)cc1 (stereo unspecified) | 7 | 11 | 1513 | 6 | -3 | 6 | 0.9 | -5 | 101 | 0.2 | 1.1
O=C(OCC(=O)N1CCCC1)c1ccc(S(=O)(=O)Nc2ccccc2)cc1 | -11 | 1 | 1447 | -3 | -3 | 0 | 1.1 | -1 | 101 | -0.05 | 1
COc1ccc(-n2c3c(cc(C(=O)N4CCCCC4)c2=O)C(=O)CC(C)(C)C3)cc1 | 4 | 6 | 1730 | 4 | 4 | 4 | 1 | 3 | 97 | 0.0094 | 1
COC(=O)c1ccccc1NC(=S)NC(=O)C1CCCCC1 | -3 | 5 | 1510 | 0 | 1 | 5 | 1 | -7 | 103 | -0.4 | 1
O=C(Oc1ccccc1C(=S)N1CCCCC1)c1cc([N+](=O)[O-])cc([N+](=O)[O-])c1 | 3 | -1 | 1575 | -2 | 1 | 1 | 1 | -4 | 103 | / | 1
CCOC(=O)/C=C/C(=O)OCC(=O)NCc1ccccc1 | 4 | 18 | 1489 | 6 | 7 | 3 | 1 | -8 | 87 | -0.46 | 0.9
Cc1ccc(Cl)c(OC(=O)Cn2cnc3c2c(=O)n(C)c(=O)n3C)c1 | 3 | -7 | 1534 | -5 | -1 | -1 | 1 | -10 | 106 | 0.015 | 1
CC(C)NC(=O)N1CCOCCOCCN(C(=O)NC(C)C)CCOCCOCC1 | 3 | 7 | 1545 | 4 | 6 | 7 | 1 | 3 | 99 | 0.033 | 1
NS(=O)(=O)c1ccc(NC(=O)CSc2nc3ccccc3[nH]2)cc1 | -12 | 8 | 1448 | 4 | 7 | -9 | 1.1 | 5 | 94 | -0.89 | 1
CCOc1cccc(/C=N/NC(=S)Nc2ccccc2[N+](=O)[O-])c1O | -6 | 69* | 1470 | 2 | 1 | 15 | 1.1 | 1 | 43 | 0.055 | 0.9

Only PPARg SRC-3 ag (3 entries from above):
Structure,PPARg SRC-3 ag
Cc1cc(C)cc(N(CC(=O)N2CCC(C)CC2)S(C)(=O)=O)c1,-4
c1ccc(-c2csc(N3CCc4ccccc4C3)n2)cc1,-5
Cc1ccc(S(=O)(=O)CCc2nc3ccccc3[nH]2)cc1,3

Carrying on.
SMILES | bIAP inh | STAT3 blocker | SRC2 TRFRET art | PPARg SRC-1 ag | PPARg SRC-3 ag | STAT1 inh | bIAP activator | PPARg SRC2 recr | STAT3 activator | ROMK primary | TNAP act hi DEA
Cc1nn(CC(O)CN2c3ccccc3Sc3ccccc32)c(C)c1Br (stereo unspecified) | -9 | -1 | 1442 | 2 | 5 | -5 | 1.1 | 1 | 106 | -0.041 | 1.1
COc1ccc(N(CC(=O)NC(C)(C)C)C(=O)c2ccco2)cc1 | 5 | 11 | 1729 | 9 | 9 | -2 | 0.9 | 3 | 99 | / | 1.1
CC(=O)c1c(OC(=O)c2ccccc2Br)ccc2c(C)cc(=O)oc12 | -16 | 10 | 1564 | 3 | 2 | 4 | 1.2 | -3 | 99 | -0.29 | 1
COC(=O)C1=C(N)Oc2cc(C)n(Cc3cccnc3)c(=O)c2C1c1ccccc1OC (stereo unspecified) | -4 | 3 | 1522 | 5 | -1 | 1 | 1 | 4 | 103 | / | 1
CCOc1ccc(NC(=O)Nc2ccccc2C(N)=O)cc1 | -7 | 15 | 1556 | 6 | 0 | -21 | 1.1 | -5 | 92 | 0.25 | 1
O=C(COc1ccccc1F)Nc1nnc(-c2ccncc2)s1 | 13 | 13 | 1625 | -2 | -4 | 3 | 0.9 | 10 | 89 | 1.8 | 1.1
CC(/C=N/n1c(-c2ccc(C)cc2)n[nH]c1=S)=C\c1ccco1 | -1 | 7 | 1533 | 3 | 2 | -2 | 1 | 3 | 93 | 0.52 | 1
Cc1c(NC(=O)Cn2ccc([N+](=O)[O-])n2)c(=O)n(-c2ccccc2)n1C | -6 | -2 | 1573 | -1 | 3 | 1 | 1.1 | 3 | 105 | 0.047 | 1
Cc1ccc(CC2SC(=Nc3ccccc3)N(c3ccccc3)C2=O)cc1 (stereo unspecified) | 6 | 2 | 1694 | 8 | 1 | 2 | 0.9 | 9 | 96 | -1.4 | 1
CC(=O)c1c(C(C)=O)c(C)n(CCCCn2c(C)c(C(C)=O)c(C(C)=O)c2C)c1C | / | 9 | 1484 | 2 | 10 | -1 | / | 7 | 95 | 0.73 | /
O=C1CC(N(Cc2ccco2)C(=O)Nc2ccc(F)cc2)C(=O)N1c1ccc(F)cc1 (stereo unspecified) | -7 | 3 | 1615 | 5 | 7 | -6 | 1.1 | 4 | 101 | / | 1
Cc1ccc(S(=O)(=O)NC(N)=NCCc2ccccc2)cc1C | 0 | -1 | 1397 | -3 | -3 | 1 | 1 | -2 | 102 | -1.7 | 1
CCn1cc(C(=O)N2CCN(c3ccc(OC)cc3)CC2)c2cc(OC)c(OC)cc2c1=O | -4 | 0 | 1428 | 1 | -2 | 5 | 1 | -7 | 101 | 1.5 | 1
COc1ccc(CC(=O)Nc2cccc(-c3nnc(-c4ccccc4)o3)c2)cc1OC | 5 | 40 | 1491 | 9 | 6 | 5 | 1 | 2 | 70 | / | 1
COCc1cccc(N2C(=O)CC(C3C=C(C)C4C(=O)N(c5cccc(COC)c5)C(=O)C4C3)C2=O)c1 (stereo unspecified) | 5 | 4 | 1661 | 11 | 4 | 4 | 0.9 | 5 | 99 | -0.012 | 1
OCCN(Cc1ccccc1)Cc1ccc(Cl)cc1 | -4 | 2 | 1354 | 5 | 1 | -1 | 1 | -7 | 96 | 0.034 | 1.1
CCOC(=O)c1sc(NC(=O)COC(=O)CNC(=O)C2CCCCC2)c(C(=O)OCC)c1C | 21 | 6 | 1571 | 0 | -2 | -2 | 0.8 | 5 | 98 | -0.26 | 1
Cc1cc([N+](=O)[O-])nn1CC(=O)N1CCN(Cc2ccccc2)CC1 | -11 | -1 | 1438 | 2 | 1 | 0 | 1.1 | 0 | 106 | / | 1.1
Cn1c(C(=O)NC2CCCC2)cc2c(=O)n(C)c3ccccc3c21 | -8 | 28 | 1512 | -3 | 5 | 18 | 1.1 | -4 | 83 | / | 1
O=C(COC(=O)c1cc2ccccc2oc1=O)Nc1cccc(S(=O)(=O)N2CCCCCC2)c1 | 6 | -1 | 1496 | 7 | 8 | -6 | 0.9 | 1 | 105 | 0.65 | 1
O=C(NNC(=O)C1CCCCC1)c1ccco1 | 7 | -1 | 1584 | -5 | -3 | -13 | 0.9 | -2 | 107 | 0.89 | 1
O=C(NCC1CCCO1)C1c2ccccc2C(=O)N1Cc1ccc2c(c1)OCO2 (stereo unspecified) | 0 | 3 | 1493 | 1 | -12 | 11 | 1 | -8 | 101 | / | 1
O=C(O)CNC(=S)N(Cc1ccco1)Cc1ccccc1Cl | 13 | -11 | 1393 | -9 | -4 | -5 | 0.9 | -5 | 105 | / | 1
CCCN1CCN(C(=O)c2cc(COc3ccc4ncccc4c3)on2)CC1 | -4 | 34 | 1387 | -4 | -2 | 15 | 1 | -8 | 74 | -1.8 | 1.1
Cc1nc2nc(SCC(=O)N3CCOCC3)nn2c(C)c1Cc1ccccc1 | 2 | 3 | 1442 | 0 | -1 | -9 | 1 | 1 | 102 | / | 1.1
Cc1cc(NC(=O)c2ccc(S(=O)(=O)N(C)C)cc2)no1 | 14 | 10 | 1564 | -1 | 5 | 6 | 0.9 | 0 | 98 | 0.68 | 1
NNC(=O)COc1ccccc1[N+](=O)[O-] | -6 | 5 | 1575 | -2 | 5 | 5 | 1.1 | 2 | 101 | 0.069 | 1.1
O=C(CSc1nc2ccccc2c(=O)n1CC1CCCO1)N1CCN(c2ccccc2)CC1 (stereo unspecified) | / | 4 | 1520 | 3 | 7 | 3 | / | 9 | 99 | / | /
Cc1nc2cc(C(=O)O)ccc2n1-c1ccccc1 | -8 | 4 | 1379 | -2 | 2 | -8 | 1.1 | -1 | 104 | / | 1
